USP2a inh = inhibitors of human ubiquitin-specific protease USP2a; actives 0.1% (n = 60,000); Potency, µM (top dose mostly 38.3 µM), for the others: at the highest dose activity change, negative = inhibition, actives largely listed as inhibitors; USP2a enzymatic assay, qHTS inhibition;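 further: potency means the concentration at half of the fitted maximal effect; nearly all actives have a fitted effect of over 60% in size; plate controls were DMSO for no effect and NEM full inhibition control for full effect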
Target sequence (O75604 whole entry, looked up): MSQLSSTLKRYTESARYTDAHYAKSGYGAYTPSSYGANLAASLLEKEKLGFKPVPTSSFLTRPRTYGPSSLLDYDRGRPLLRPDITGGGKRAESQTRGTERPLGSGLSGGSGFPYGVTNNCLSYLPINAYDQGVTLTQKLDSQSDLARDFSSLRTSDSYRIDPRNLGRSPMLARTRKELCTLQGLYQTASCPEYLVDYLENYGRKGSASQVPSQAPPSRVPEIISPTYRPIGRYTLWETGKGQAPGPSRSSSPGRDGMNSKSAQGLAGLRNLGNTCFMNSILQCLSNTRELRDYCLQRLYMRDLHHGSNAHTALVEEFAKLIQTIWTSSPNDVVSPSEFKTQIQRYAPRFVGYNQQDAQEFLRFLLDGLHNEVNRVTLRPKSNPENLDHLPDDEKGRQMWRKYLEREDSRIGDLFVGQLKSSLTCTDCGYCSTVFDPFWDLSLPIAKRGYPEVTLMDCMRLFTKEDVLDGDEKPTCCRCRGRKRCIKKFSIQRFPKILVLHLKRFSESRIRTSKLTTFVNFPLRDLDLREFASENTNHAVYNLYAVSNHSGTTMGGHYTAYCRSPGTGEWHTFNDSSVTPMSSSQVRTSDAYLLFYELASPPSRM
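USP2 core (20 nM final) was preincubated with compound for 30 min at RT in 20 mM Tris-HCl pH 8.0, 2 mM CaCl2, 2 mM beta-mercaptoethanol; Ub-PLA2 (20 nM) plus NBD C6-HPC (20 uM) then added, fluorescence read after 2.5 h.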
BRCT inh red = inhibitors of human BRCA1 BRCT-phosphoprotein interaction (red fluorophore). P38398. BRCT-phosphopeptide binding, red fluorescence polarization. Potency, µM (series often up to 76.9 µM), for inactives: top-dose activity change, negative = inhibition, usual class: inhibitors. actives 0.03% (n = 75,000). AID 892; further: on the % scale 0 is the no-effect control and ±100 the full control effect
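Rhodamine-labelled pBACH1 10-mer (100 nM) bound to BRCT domain (100 nM) at pH 7.3; compounds incubated 12 min room temperature, polarization read. Free peptide defines full inhibition; unlabelled decapeptide titrated as control.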
Casp1 inh = caspase-1 (human) inhibition, allosteric or competitive. Caspase-1 enzyme, Ac-WEHD-AFC fluorogenic rate. Potency, µM (top dose mostly 57.5 µM), for inactives: at the highest dose activity change, negative = inhibition, usual class: inhibitors. actives 0.03% (n = 75,000). AID 900;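 further: potency means the concentration at half of the fitted maximal effect; plate controls were vehicle for no effect and no substrate for full effect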
Target sequence (P29466 120-297 limits assumed): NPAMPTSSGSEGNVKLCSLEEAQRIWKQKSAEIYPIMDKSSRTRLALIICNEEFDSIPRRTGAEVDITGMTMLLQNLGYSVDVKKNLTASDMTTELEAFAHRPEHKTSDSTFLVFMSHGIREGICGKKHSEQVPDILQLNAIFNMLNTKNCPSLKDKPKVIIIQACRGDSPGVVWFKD
Target sequence (P29466 317-404 limits assumed): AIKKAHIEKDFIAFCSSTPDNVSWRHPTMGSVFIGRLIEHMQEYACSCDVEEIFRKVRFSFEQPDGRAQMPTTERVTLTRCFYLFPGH
Tau fil binding = binders of human tau filaments | recombinant tau filaments, thioflavin S fluorescence, 15 h; filaments grown with octadecylsulfate alongside compound | Potency, µM (top dose mostly 57.1 µM), without a hit: at the top dose activity change, negative = inhibition | P10636 | actives 2% (n = 71,000);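 further: potency means the concentration at half of the fitted maximal effect; on the % scale 0 is the no-effect control and ±100 the full control effect; actives lower thioflavin S fluorescence by blocking filaments or displacing dye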
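ThS-based fibril read: tau 1 uM final, inducer ODS 30 uM final, 37 C for 15 h, ex 450/em 510 nm.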
Casp7 inh = caspase-7 (human) inhibition, allosteric or competitive. Potency, µM (doses to about 57.5 µM), for the others: at the top dose activity change, negative = inhibition, usual class: inhibitors. P55210. actives 0.02% (n = 75,000). recombinant caspase-7, Ac-DEVD-AFC fluorescence rate; active means well fitted inhibition curve with a large enough effect in the main read-out, with a control signal flat, not every such curve was filed as active; inconclusive means small, poorly fitted or top-dose-only effect, or a change in a side signal; further: potency means the concentration at half of the fitted maximal effect; % of control where 0% means no effect
HEK293 cAMP ctrl = counter-screen for TSHR agonists: cAMP increase in parental HEK293. AID 938. Potency, µM (doses to about 57.1 µM), without a hit: at the highest dose activation, hits mostly activators. parental HEK293 CNG cAMP sensor, membrane potential fluorescence. actives 2.5% (n = 73,000); further: potency means the concentration at half of the fitted maximal effect; % of control where 0% means no effect; nearly all actives have a fitted effect of over 55% in size
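Counterscreen for endogenous-receptor signalling: CNG-channel HEK 293 cells report cAMP rise by membrane depolarization. After 60 min dye equilibration with 100 uM RO 20-1724, compounds incubated 30 min before bottom-read fluorescence at 590 nm.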
ERK AVP inh = inhibitors of vasopressin-stimulated ERK signaling pathway | HEK293-V1b, vasopressin-stimulated pERK AlphaScreen | Potency, µM (series often up to 57.5 µM), for the others: at the highest dose activity, negative = inhibition, usual class: inhibitors | actives 0.99% (n = 72,000) | AID 995; further: potency means the concentration at half of the fitted maximal effect; on the % scale 0 is the no-effect control and ±100 the full control effect; nearly all actives have a fitted effect of over 55% in size
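Phosphorylated ERK1/2 detected via AlphaScreen bead proximity in lysates of V1b-expressing HEK293 cells given 25 nM vasopressin for 5 min after 30 min compound exposure (37 °C). AC50 from Hill equation; basal DMSO 0%, vasopressin 100%.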
CRE-bla Fsk = modulators of forskolin-stimulated CRE signaling in CHO cells. CHO CRE-bla reporter (cAMP response element driving beta-lactamase), forskolin EC10, beta-lactamase ratio. actives 2.5% (n = 71,000). Potency, µM (series often up to 38.2 µM), inactives show top-dose activity change, negative = inhibition, most hits filed as activators; active means well fitted activation curve with a large enough effect in the signal ratio, with a control signal flat, not every such curve was filed as active; inconclusive means small, poorly fitted or top-dose-only effect, or effect the other way, or a change in a side signal; the % refers to the signal ratio; further: potency means the concentration at half of the fitted maximal effect; % of control where 0% means no effect
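CHO CRE-bla cells, overnight plating in Opti-MEM with 0.5% dialyzed FBS; cpd titration + EC10 NKH 477, 3 h 37 °C; CCF4 2 h RT; ex 405/em 460 vs 530 ratio → %Activity, AC50.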
A350 fluor = compound fluoresces in the Alexa 350 spectral region; max dye-equivalent concentration, M; AID 590; Compound autofluorescence, 340/450 nm, Alexa 350 dye-equivalents; active compounds read high; actives 11% (n = 59,000); in the data active means max dye-equivalent concentration above about 10 nM; inconclusive means mostly about 1.1 nM to 9.6 nM
BRCT PPI green = inhibitors of human BRCA1 BRCT-phosphoprotein interaction (green fluorophore); P38398; BRCA1 BRCT-phosphopeptide binding, green fluorescence polarization; Potency, µM (top dose mostly 76.9 µM), for the others: top-dose activity change, negative = inhibition, usual class: inhibitors; actives 0.05% (n = 75,000);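 further: potency means the concentration at half of the fitted maximal effect; plate controls were peptide without protein for full effect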
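Compounds were incubated for 12 min at room temperature with a complex of 100 nM fluorescein-tagged pBACH1 decapeptide and 250 nM His-tagged BRCT protein. Buffer was phosphate pH 7.3 with EDTA, DTT and Tween 20. Disruption of binding lowers the polarization signal.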
Luciferase inh = inhibitors of firefly luciferase. AID 411. Potency, µM (titrated, usually from 57.1 µM), inactives show top-dose activity change, negative = inhibition, actives largely listed as inhibitors. purified firefly luciferase, luminescence, 8 min. P08659. actives 2.2% (n = 72,000); further: potency means the concentration at half of the fitted maximal effect; on the % scale 0 is the no-effect control and ±100 the full control effect; nearly all actives have a fitted effect of over 40% in size
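Here, luciferase activity is measured as luminescence following an 8 min room-temperature reaction at 10 uM ATP, pH 7.2. Every library sample is titrated.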
Active calls of the source: *; i = inactive; u = inconclusive; x = not tested or not shown; & = joins results of further samples; [ ] = remark or other dose. Unless noted, the call rests on the fitted dose curve; in most records, active means well fitted curve in the direction sought with a large enough effect; inconclusive means small, poorly fitted or top-dose-only effect, or another doubt; inactive means no such curve, though single readings can be large; an effect the other way counts as inactive or inconclusive. Outcome played no part in choosing rows; any-hit rate near 16%.

cpd	SMILES	USP2a inh	BRCT inh red	Casp1 inh	Tau fil binding	Casp7 inh	HEK293 cAMP ctrl
1	CCOC(=O)c1cc2sccc2n1CC(=O)OC(C)C	3.0%	-1.3%	-0.8%	3.3%	0.8%	u
2	CC(=O)Nc1ccc(S(=O)(=O)c2c(N)n(CCN3CCOCC3)c3nc4ccccc4nc23)cc1	17.7%	-3.8%	u	-4.6%	-25.0%	-0.5%
3	CCC1(CC)NC(=O)N(CC(=O)Nc2sc3c(c2C(N)=O)CCC3)C1=O	-13.2%	-5.6%	-11.2%	32.3%	-20.0%	-14.7%
4	CCN(CCCNC(=O)COc1cc(=O)n(C)c2ccccc12)c1ccccc1	23.9%	0.4%	-3.1%	18.1%	-0.7%	-1.3%
5	CCN1CCN(c2ncc(C(=O)Nc3c(F)cc(F)cc3Br)c3ccccc23)CC1	25.7%	-2.0%	-1.4%	65.6%	4.1%	u
6	COCCn1c(=O)c(CCc2ccccc2)nc2cnc(N3CCOCC3)nc21	21.3%	1.0%	u	16.3%	u	2.3%
7	COc1cccc(Oc2c(C)oc3c(CN4CCOCC4)c(O)ccc3c2=O)c1	3.9%	-0.3%	-0.5%	0.6%	-1.3%	14.5%
8	CCN(c1ccccc1)S(=O)(=O)c1ccc(C(=O)Nc2nnc(COC)o2)cc1	20.7%	-0.3%	0.0%	3.6%	1.1%	6.5%
9	CC(C(=O)NCc1ccccn1)N1C(=O)c2ccccc2C1=O (stereo unspecified)	x	1.3%	-6.8%	x	-6.6%	-15.4%
10	O=C(Cc1c(F)c(F)c(F)c(F)c1F)OC12CC3CC(C1)C(=O)C(C3)C2	7.2%	-1.8%	-0.4%	-7.2%	0.0%	u

cpd	ERK AVP inh	CRE-bla Fsk	A350 fluor	BRCT PPI green	Luciferase inh
1	-7.0%	-6.0%	i	-2.3%	1.3%
2	8.7%	-0.1%	5.16e-07M*	0.3%	2.5%
3	-4.7%	-2.6%	i	-0.8%	-0.7%
4	-6.1%	u	i	1.1%	1.2%
5	20.5%	-2.3%	u	-1.3%	1.3%
6	-5.3%	12.6µM*	1.21e-08M*	-1.1%	-5.9%[11.4 µM]
7	-3.8%	-2.3%	1.61e-06M*	-3.3%	0.6%
8	5.6%	5.3%	i	0.5%	-1.3%
9	x	x	x	1.7%	x
10	5.2%	-13.0%	u	0.9%	1.7%

Sorted by heavy-atom count (smallest number first): some entries from above
cpd	SMILES	USP2a inh	BRCT inh red	Casp1 inh	Tau fil binding	Casp7 inh	HEK293 cAMP ctrl
1	CCOC(=O)c1cc2sccc2n1CC(=O)OC(C)C	3.0%	-1.3%	-0.8%	3.3%	0.8%	u
9	CC(C(=O)NCc1ccccn1)N1C(=O)c2ccccc2C1=O (stereo unspecified)	x	1.3%	-6.8%	x	-6.6%	-15.4%
4	CCN(CCCNC(=O)COc1cc(=O)n(C)c2ccccc12)c1ccccc1	23.9%	0.4%	-3.1%	18.1%	-0.7%	-1.3%

cpd	ERK AVP inh	CRE-bla Fsk	A350 fluor	BRCT PPI green	Luciferase inh
1	-7.0%	-6.0%	i	-2.3%	1.3%
9	x	x	x	1.7%	x
4	-6.1%	u	i	1.1%	1.2%

Next section:
cpd	SMILES	USP2a inh	BRCT inh red	Casp1 inh	Tau fil binding	Casp7 inh	HEK293 cAMP ctrl
11	c1nc(NCCN2CCOCC2)c2cc(-c3ccoc3)ccc2n1	83.0%[activator]	1.3%	-6.6%	0.1%	-7.7%	-5.9%
12	C=C1C(=O)O[C@@H]2[C@H]3O[C@]3(C)CCC=C(C)CC[C@@H]12	x	-2.4%	0.3%	u	0.8%	-15.1%&-1.6%
13	Cc1ccc(NC(=O)Cn2c(C)cc(C)c(C#N)c2=O)c(Cl)c1	-6.2%	-3.2%	0.1%	3.5%	-0.1%	6.0%
14	Cc1cccc(C)c1NC(=O)C[N+](C)(C)C	-5.7%	-0.1%&-2.3%	2.6%&2.1%	39.3%&-6.4%	1.1%&2.3%	3.6%&9.7%
15	CCn1cnc2c1c(=O)n(Cc1nnc3n1-c1ccccc1SC3)c(=O)n2Cc1ccccc1	26.1%	-1.9%	-1.2%	8.0%	-4.1%	u
16	C=C1CC[C@@H]2[C@](C)(CC[C@@H](O)[C@]2(C)CO)[C@@H]1C/C=C1/C(=O)OC[C@H]1O	x	x	x	-16.8%	x	0.6%
17	CCNc1nnc(-c2ccccc2OC)s1	-2.1%	0.2%	-1.1%	13.4%	0.7%	11.8%
18	CCOC(=O)N1CCN(S(=O)(=O)c2ccc(C)c(C)c2C)CC1	5.2%	0.7%	-2.5%	-12.9%	-0.7%	-1.7%
19	C=CCSc1nc2c(c(=O)[nH]c(=O)n2C)n1C/C=C(/C)Cl	x	0.6%	-0.8%	-4.1%	0.4%	22.3%
20	CC1(C)C(=O)C=C[C@@]2(C)C1C=C[C@@]1(C)C2CC[C@@]2(C)C(c3ccoc3)OC(=O)C3OC312 (stereo partly specified)	29.1%	-2.1%	-0.8%	x	-2.2%	x

cpd	ERK AVP inh	CRE-bla Fsk	A350 fluor	BRCT PPI green	Luciferase inh
11	13.1%	-15.7%	u	1.2%	-1.6%[2.29 µM]
12	4.3%	u	i	0.0%	0.0%
13	-12.7%	-8.9%	u	-1.1%	1.7%
14	-5.9%&-1.4%	u	i	-1.0%&-1.6%	-13.2%&0.0%
15	u	-11.2%	i	16.1%	0.6%
16	x	u	i	x	0.0%[11.4 µM]
17	-23.2%	14.9%	x	1.0%	-22.3%
18	5.5%	-6.2%	u	-2.9%	-0.6%
19	u	u	i	-0.5%	-0.7%
20	12.3%	x	x	-1.1%[3.08 µM]	x

Taken from above:
Entry of compound 16 in Luciferase inh: 0.0%[11.4 µM]
Entry of compound 20 in ERK AVP inh: 12.3%
Entry of compound 17 in HEK293 cAMP ctrl: 11.8%

Next entries
cpd	SMILES	USP2a inh	BRCT inh red	Casp1 inh	Tau fil binding	Casp7 inh	HEK293 cAMP ctrl
21	CCOC(=O)n1c(=O)oc2cc(S(=O)(=O)N3CCOCC3)ccc21	-3.8%	-1.5%	-2.9%	-4.1%	-2.0%	0.8%
22	CS(=O)(=O)N(CC(=O)N1CCc2ccccc2C1)c1ccc2c(c1)OCO2	6.2%	-1.6%	0.2%	-15.3%	0.6%	10.0%
23	O=C1C2C(C(=O)N1c1ccc3c(c1)OCO3)C1C=CC2C12CC2 (stereo unspecified)	x	-2.6%	-1.1%	x	-2.2%	-10.2%
24	Cc1cc(NC(=O)CSc2nnnn2C2CCCC2)no1	9.6%	-0.4%	1.1%	3.3%	0.4%	2.5%
25	CCCS(=O)(=O)N1CCC(C(=O)NCCN(C)Cc2ccccc2)CC1	5.6%	0.4%	-1.7%	2.6%	0.3%	1.5%
26	CCOC(=O)N1CCC(NC(=O)C2CCCN(C(=O)N3CCOc4ccccc43)C2)CC1 (stereo unspecified)	7.4%	-0.1%	2.3%	-4.5%	0.1%	3.7%
27	CCOc1ccc2c(c1)sc(=NC(=O)C1CC1)n2C	3.4%	-3.2%	-1.3%	-2.1%	-2.2%	12.1%
28	CC(=O)Nc1nc(-c2ccc(Br)s2)cs1	-1.5%	-2.0%	-0.4%	14.1%	6.2%	3.4%
29	COC(=O)c1[nH]c2ccc(C)cc2c1NS(=O)(=O)c1ccc(F)c(C)c1	8.9%	-1.7%	-2.1%	11.0%	-1.6%	-10.3%
30	O=[N+]([O-])c1ccccc1S(=O)(=O)NCC1CCC(CNCC2CCc3ccccc3C2)CC1 (stereo unspecified)	x	-0.9%	3.0%	x	-0.9%	-92.3%[inhibitor]
31	CCn1nc(C)c(NC(=O)CCCSc2nc(-c3ccco3)cc(C(F)(F)F)n2)c1C	x	-2.2%	-1.7%	-17.5%	1.4%	u

cpd	ERK AVP inh	CRE-bla Fsk	A350 fluor	BRCT PPI green	Luciferase inh
21	-12.9%	-1.8%	u	-4.0%	0.9%
22	-9.0%	-12.1%	i	-4.4%	6.1%
23	x	x	x	-1.4%	x
24	-9.2%	-9.5%	u	-2.1%	-0.7%
25	-0.8%	u	i	-2.7%	-1.2%
26	26.4%	14.6%	i	-1.0%	0.0%
27	-18.3%	18.5%	1.59e-08M*	-2.5%	12.6µM*
28	8.6%	7.6%	i	-2.4%	-39.2%
29	1.1%	u	u	-1.1%	2.8%
30	0.2%	x	x	-1.0%	x
31	u	26.2%	i	4.0%	-0.1%

Assay outcomes from PubChem.
